Source: PubChem BioAssay
UBC13 inh – inhibitors of human UBC13 polyubiquitin chain formation. P61088. TR-FRET. inhibition, % at 20 µM. 330,000 compounds, 0.47% hits. AID 485273; in the data active = inhibition above about 45%, passing the limit was not always enough
Target sequence (P61088 whole entry, looked up): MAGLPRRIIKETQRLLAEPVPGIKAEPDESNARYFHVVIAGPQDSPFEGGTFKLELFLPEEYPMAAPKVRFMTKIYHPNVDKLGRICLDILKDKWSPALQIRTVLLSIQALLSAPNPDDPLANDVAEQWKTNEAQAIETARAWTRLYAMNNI
697 NFkB inh – lowers PMA/ionomycin-induced NF-kB signal in 697 B cells | 697 B-cell NF-kB luciferase reporter, 16 h | inhibition, % at 4 µM | 330,000 compounds, 0.33% hits | AID 435022; in the data active = inhibition above about 35%
CCR6 antagonist – antagonists of human CCR6 receptor; P51684; CHO-K1 CCR6 PathHunter beta-arrestin, luminescence, CCL20-stimulated; inhibition, % at 20 µM; 340,000 compounds, 0.49% hits; AID 493098;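 active = compounds whose inhibition of the agonist-driven luminescence signal at 20 µM reaches about 50%, limit read from the data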;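 also: cells stimulated with CCL20 at 14 nM final; plate controls were DMSO with CCL20 for no effect and DMSO without agonist for full effect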
Target sequence (P51684 whole entry, looked up): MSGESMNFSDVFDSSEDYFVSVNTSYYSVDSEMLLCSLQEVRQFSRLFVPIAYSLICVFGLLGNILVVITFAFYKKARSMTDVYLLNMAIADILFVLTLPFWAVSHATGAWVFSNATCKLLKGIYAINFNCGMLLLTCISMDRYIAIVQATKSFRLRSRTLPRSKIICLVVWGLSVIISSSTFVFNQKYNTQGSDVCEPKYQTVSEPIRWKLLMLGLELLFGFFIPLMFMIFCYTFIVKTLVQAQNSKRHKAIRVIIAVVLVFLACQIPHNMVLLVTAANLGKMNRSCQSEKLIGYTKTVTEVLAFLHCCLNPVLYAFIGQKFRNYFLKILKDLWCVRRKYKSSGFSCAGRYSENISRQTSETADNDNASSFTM
Jurkat NFkB inh – inhibitors of the PMA/ionomycin-induced NF-kB reporter in Jurkat cells; inhibition, % at 4 µM; 330,000 compounds, 0.53% hits; PMA/ionomycin-induced NF-kB luciferase reporter, luminescence
Gli-Sufu block – blocks Gli-Sufu signaling in a luciferase reporter; Sufu-KO-LIGHT fibroblasts, Gli luciferase reporter luminescence; 340,000 compounds, 0.74% hits; inhibition, % at 5 µM;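 active = inhibition above about 55%, limit read from the data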;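 also: 0% = DMSO-treated cells and 100% = wells with medium but no cells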
EBI2 block – EBI2 (human) antagonism | 360,000 compounds, 0.81% hits | inhibition, % at 5 µM | P32249 | EBI2 beta-arrestin recruitment, luminescence, 7a,25-OHC stimulated | AID 651636; in the data active = inhibition above about 38%;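 also: enzyme fragment complementation signal reports receptor beta-arrestin coupling in cells; 0% = agonist plus DMSO wells and 100% = wells without agonist; some results beyond the cut were filed as inactive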
Target sequence (P32249 whole entry, looked up, the tested form may be a part): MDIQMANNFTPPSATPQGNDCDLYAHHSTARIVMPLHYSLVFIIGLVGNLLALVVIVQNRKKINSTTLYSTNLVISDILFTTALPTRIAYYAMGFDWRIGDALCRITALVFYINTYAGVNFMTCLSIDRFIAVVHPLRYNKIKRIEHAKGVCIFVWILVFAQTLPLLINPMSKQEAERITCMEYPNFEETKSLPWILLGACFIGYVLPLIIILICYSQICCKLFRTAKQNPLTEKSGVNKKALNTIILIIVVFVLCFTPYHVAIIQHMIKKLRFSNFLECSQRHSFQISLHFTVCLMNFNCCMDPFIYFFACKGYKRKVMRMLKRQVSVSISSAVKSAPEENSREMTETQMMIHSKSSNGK
SENP8 inh – inhibitors of human SENP8 protease. Q96LD8. purified SENP8, Z-RLRGG-aminoluciferin cleavage, luminescence. inhibition, % at 10 µM. 330,000 compounds, 1.2% hits. AID 2540
Apaf1 inhib – blocks human Apaf-1 apoptosome activity. O14727. inhibition, % at 20 µM. AID 489030. reconstituted apoptosome caspase-3 activity, DEVD-Rh110 fluorescence. 330,000 compounds, 0.71% hits; active = inhibition of at least 40% at 20 µM;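 also: plate controls were DMSO wells for no effect and DEVD-CHO caspase inhibitor wells for full effect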
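Medium: Hepes buffer, pH 7.5 / System: biochemical Apaf-1 apoptosome reconstitution / Measured by: Rh110 fluorescence, excitation 480 nm, emission 540 nm / Times: compound with Apaf-1, dATP, procaspase-3 30 min, then 50 min reaction, room temperature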
* = called active by the depositor; x = no result given. Rule as the data show it, unless noted: active = inhibition above about 50%; inactive = the rest.

# | Structure | UBC13 inh | 697 NFkB inh | CCR6 antagonist | Jurkat NFkB inh | Gli-Sufu block | EBI2 block | SENP8 inh | Apaf1 inhib
1 | COc1ccc(N=CC2=C(O)CC(C)(C)CC2=O)cc1OC | -11 | 17 | -10 | 32 | 1 | 7 | -8 | -1
2 | CCCCOc1ccc(/C=C/C(=O)OCC(=O)NC(=O)NCC(C)C)cc1OCC | 6 | -4 | 2 | 5 | 25 | -8 | -3 | -6
3 | O=[N+]([O-])c1ccc(-c2cc(-c3ccc(Cl)cc3)n[nH]2)cc1 | -18 | -91 | -17 | -51 | -61 | 19 | -18 | -5
4 | COc1cc(/C=N/NC(=O)CC(=O)NC2CCCCC2)ccc1O | -4 | 7 | 2 | -13 | -4 | -3 | -6 | 2
5 | Cc1ccccc1C(=O)Nc1ccc(S(=O)(=O)N2CC(C)OC(C)C2)cc1 (stereo unspecified) | 1 | -2 | 16 | 19 | 19 | -3 | 0 | -1
6 | CSc1nnc(-c2sc(-c3ccccc3)nc2C)n1C | 22 | 15 | 12 | 3 | 15 | 1 | -2 | -8
7 | CCCOC(=O)/C(C(N)=NCc1ccccc1)=C(\O)OCCC | 6 | 8 | -3 | 7 | 8 | 8 | -8 | 13
8 | COc1cccc(C2=CC(=O)CC(C)(C)C2)c1OC | 16 | 8 | 4 | -4 | -8 | -1 | -10 | -6
9 | CSCC(=O)NC1CCCc2c1cnn2-c1cc(F)cc(F)c1 (stereo unspecified) | -4 | -10 | -12 | -11 | -3 | -11 | 7 | -4
10 | COc1ccc(CCNC(=O)COc2ccc(-c3ccc(C#N)cc3)cc2)cc1 | 7 | -10 | 11 | 15 | -1 | 30 | -11 | -5
11 | NC1=NC(c2cccc(Cl)c2)N(CCc2ccc(F)cc2)C(N)=N1 (stereo unspecified) | 2 | 5 | 4 | 4 | 15 | 2 | 0 | 4
12 | CCn1c(C(C)C)n[nH]c1=S | 4 | -4 | 7 | -2 | 7 | 8 | 1 | -3
13 | CCCCOC(=O)c1ccc(NC(c2ccc(C)cc2)P(=O)(OC)OC)cc1 (stereo unspecified) | -2 | -7 | 9 | 13 | -16 | 18 | 0 | 36
14 | CC1CCN(c2oc(Cc3cccc4ccccc34)nc2C#N)CC1 | -7 | -14 | 12 | -4 | -6 | 5 | -5 | 16
15 | NC(=O)c1cc([N+](=O)[O-])ccc1NCc1ccc(C(=O)O)cc1 | -34 | -4 | 2 | -3 | 8 | -7 | -14 | 27
16 | Cc1ccc2nc(SCC(=O)c3ccc(O)cc3O)[nH]c2c1 | -6 | -100 | 5 | -55 | -51 | 2 | -11 | -5
17 | CC(=O)c1sc(NC(=O)C(C)(C)C)nc1C | -6 | -13 | -11 | -18 | 1 | 1 | -8 | -5
18 | COc1ccc(CCNC(=O)CSC2=NS(=O)(=O)c3ccccc3N2)cc1OC | -3 | 4 | 12 | 3 | -15 | -1 | 1 | 7
19 | Cc1ccc(CNc2ccc([N+](=O)[O-])cc2C(N)=O)cc1 | -7 | -44 | 24 | -24 | -10 | -6 | 1 | 2
20 | O=C1NC(Nc2ccccn2)(C(F)(F)F)C(=O)N1c1ccc(F)cc1 (stereo unspecified) | -1 | 5 | -2 | 13 | 23 | -10 | -4 | -19
21 | C[C@]12C(=O)N(c3cccc(Cl)c3)C(=O)N1[C@H]1c3ccccc3OC[C@@H]1[C@H]2c1ccccc1 | -20 | -22 | 4 | 19 | 11 | 10 | -2 | 3
22 | CCC1CCc2sc(C(=O)O)cc2C1 (stereo unspecified) | 2 | 2 | -10 | 6 | 2 | -3 | -7 | 8
23 | Cc1cccc2cc(CN(CCN3CCOCC3)C(=O)NCc3ccccc3)c(=O)[nH]c12 | -2 | 7 | 1 | 6 | 1 | 7 | -11 | 8
24 | Nc1nnc(SCC(=O)Nc2ccc(N3CCOCC3)cc2)s1 | 1 | 18 | 10 | -14 | -16 | -9 | 2 | 3
25 | O=C(c1cc2ccccc2c(=O)o1)N1CCCC1 | -1 | 9 | x | -6 | x | x | 7 | 3
26 | CCC(C)Nc1nc(N)c([N+](=O)[O-])c(Nc2cc(OC)ccc2OC)n1 (stereo unspecified) | -1 | -16 | 17 | -1 | -11 | 0 | 11 | 5
27 | CC1(C)CC(=O)C2=C(C1)OC(N)=C(C#N)C2C#Cc1ccccc1 (stereo unspecified) | -6 | 0 | 3 | 3 | -4 | -1 | -3 | 14
28 | CCOP(=O)(OCC)c1ccc2ccc3ccccc3c(=O)c2c1 | 8 | -12 | 10 | -19 | 0 | 8 | -4 | 21
29 | CCC(c1nnnn1C(C)(C)C)N1CCN(C(=O)c2ccco2)CC1 (stereo unspecified) | -5 | 6 | 0 | 10 | -6 | 0 | 1 | 8
30 | O=C(O)c1ccc(NS(=O)(=O)c2ccc(Cl)c(Cl)c2)cc1O | 1 | 18 | -7 | -13 | 0 | -5 | -4 | 1
31 | C=CCN(CC=C)S(=O)(=O)c1ccc(C(=O)Nc2nc3c(s2)CCc2ccccc2-3)cc1 | -2 | -19 | 4 | 3 | 14 | 17 | -3 | 9
32 | COc1ccc(C)cc1NC(=O)COC(=O)c1ccc(OCc2ccc(Cl)cc2Cl)c(OC)c1 | 0 | 2 | 11 | -8 | -13 | -3 | -7 | 12
33 | CCCCn1c(SCC(=O)NCc2ccccc2)nc2ccc(N3CCOCC3)cc2c1=O | -2 | -50 | 3 | -3 | 5 | 13 | -5 | 22
34 | CC(C)CCNC(=O)c1cccnc1Sc1ccccc1 | 12 | 6 | 8 | 6 | 1 | -1 | -2 | -13
35 | CC(=O)OCCN1CCN(C(=O)CN2C(=O)NC(c3ccccc3)(c3ccccc3)C2=O)CC1 | -13 | -11 | -5 | -6 | -6 | -7 | -5 | -3
36 | CC1CCCCC1NC(=O)c1cc2c(s1)CS(=O)(=O)C2 (stereo unspecified) | -1 | -2 | 7 | 4 | -9 | 4 | -9 | 0
37 | COc1ccc(C(=O)c2ccc([N+](=O)[O-])cc2)cc1S(=O)(=O)N1CCC(C(=O)O)CC1 | -7 | 28 | -9 | 15 | -7 | 2 | -4 | -4
38 | CCC(=O)NCCc1nc2cc(NC(=O)c3ccco3)ccc2n1C | -2 | -25 | 8 | -27 | -20 | 6 | -2 | 3
39 | O=C1OC(c2cccs2)=N/C1=C\c1ccc(-c2cccc(Cl)c2)o1 | -41 | -5 | 13 | 2 | 2 | 12 | -6 | 11
40 | CCCn1c(N2CCN(CC(=O)Nc3ccc4c(c3)OCCO4)CC2)nc2ccccc21 | 8 | -6 | -1 | -19 | 0 | 10 | -10 | 10

Some of these compounds in order of molecular weight, ascending:
# | Structure | UBC13 inh | 697 NFkB inh | CCR6 antagonist | Jurkat NFkB inh | Gli-Sufu block | EBI2 block | SENP8 inh | Apaf1 inhib
34 | CC(C)CCNC(=O)c1cccnc1Sc1ccccc1 | 12 | 6 | 8 | 6 | 1 | -1 | -2 | -13
39 | O=C1OC(c2cccs2)=N/C1=C\c1ccc(-c2cccc(Cl)c2)o1 | -41 | -5 | 13 | 2 | 2 | 12 | -6 | 11
40 | CCCn1c(N2CCN(CC(=O)Nc3ccc4c(c3)OCCO4)CC2)nc2ccccc21 | 8 | -6 | -1 | -19 | 0 | 10 | -10 | 10
37 | COc1ccc(C(=O)c2ccc([N+](=O)[O-])cc2)cc1S(=O)(=O)N1CCC(C(=O)O)CC1 | -7 | 28 | -9 | 15 | -7 | 2 | -4 | -4

Next part.
# | Structure | UBC13 inh | 697 NFkB inh | CCR6 antagonist | Jurkat NFkB inh | Gli-Sufu block | EBI2 block | SENP8 inh | Apaf1 inhib
41 | CCOC(=O)c1c(OCCO)noc1N | 2 | -52 | 11 | -6 | -1 | -11 | 5 | -2
42 | CC(C)c1ccc(NC(=O)CN2CCN(c3ccccn3)CC2)cc1 | -2 | -8 | -1 | -11 | -1 | -4 | -3 | 7
43 | Nc1nc(SCC(=O)c2ccc(Br)s2)n[nH]1 | -11 | 5 | -3 | -3 | 11 | 10 | 0 | -4
44 | O=C1c2cccnc2C(=O)N1Cc1ccco1 | 5 | 12 | -7 | 19 | -8 | -14 | -3 | -14
45 | CCOc1ccc(CN2CCC(C(=O)N3CCN(c4ccccc4F)CC3)CC2)cc1OC | 5 | 15 | 2 | 18 | 10 | 9 | -5 | -4
46 | CCNC(=O)C(=O)Nc1ccc2c(c1)N(S(=O)(=O)c1cccs1)CCC2 | 3 | 17 | 4 | 20 | -5 | 7 | -9 | 10
47 | CCOC(=O)C1CCN(S(=O)(=O)c2ccc(C)c(C)c2)CC1 | 5 | 4 | -6 | 5 | 6 | -3 | 2 | -2
48 | OC(COC(c1ccccc1)c1ccccc1)CN1CCc2ccccc2C1 (stereo unspecified) | 12 | -5 | 9 | 8 | 17 | -4 | 6 | 15
49 | CC1CCC(CN2C(Nc3ccccc3)=NC[C@@H]2C)CC1 (stereo partly specified) | 10 | 16 | 7 | 1 | 6 | 4 | -7 | -1
50 | S=C(NCc1ccco1)Nc1ccc(Cl)c(Cl)c1 | 12 | -5 | 0 | 11 | -7 | -4 | -6 | -2
51 | COc1ccc2[nH]c3c(Cl)ncnc3c2c1 | -1 | 16 | -10 | 2 | -7 | -6 | -9 | -3
52 | CN1C2C=C3C(C#N)=C(N)C(C#N)(C#N)[C@@H](c4ccsc4)[C@@H]3C1CC2 (stereo partly specified) | 2 | -22 | -15 | -10 | -23 | x | -10 | 5
53 | CCCn1c(=O)[nH]c(=O)c2c(C(F)(F)F)cc(-c3ccc(C)cc3)nc21 | 2 | 1 | 7 | -6 | 20 | -1 | 6 | -5
54 | O=C(COc1ccccc1)NC1CCCCCCC1 | -3 | -32 | 10 | -2 | -39 | 15 | 5 | 6
55 | O=C(CN1CCC(n2nnc3cc(C(F)(F)F)ccc32)CC1)N1CCc2ccccc21 | -4 | -46 | 8 | -19 | 11 | 9 | -8 | -8
56 | CC(OC(=O)c1ccc(S(=O)(=O)N2CCCCC2)cc1)C(=O)NC1CCCCC1C (stereo unspecified) | -7 | 1 | 9 | -11 | 2 | -5 | 1 | 8
57 | O=C(O)c1sccc1S(=O)(=O)N1CCOCC1 | -15 | 0 | 7 | -6 | 0 | -21 | -8 | -2
58 | Cc1ccccc1CN1CCC(CNC(=O)C2CCCN(c3ncnc4c3nc3n4CCCCC3)C2)CC1 (stereo unspecified) | 72* | -33 | 14 | 2 | 27 | -7 | 1 | 9
59 | CSc1nnc(C(C)c2ncc(C(F)(F)F)cc2Cl)n1C (stereo unspecified) | 4 | -7 | 8 | -3 | 3 | 3 | -2 | -4
60 | CC(=O)Nc1ccc(/C=C/c2ccc3c([N+](=O)[O-])cccc3n2)cc1 | -16 | -55 | -10 | -105 | -54 | -6 | -11 | -24
61 | O=S(=O)(c1cnccc1N1CCN(CCO)CC1)N1CCCCC1 | 8 | 9 | 0 | -3 | -4 | -3 | -3 | -16
62 | CCC(=O)Nc1c2c(nn1-c1ccc(F)cc1)CS(=O)(=O)C2 | 4 | 3 | 6 | 11 | 2 | -10 | 0 | -1
63 | CCOc1ccc(-c2nnc(-c3cccnc3)o2)cc1OCC | -5 | -36 | -3 | -26 | -3 | -22 | 0 | 6
64 | CCCOc1ccc(/C=N/NC(=O)C(C)Sc2ccccn2)cc1OCC (stereo unspecified) | -16 | -9 | 13 | 1 | 0 | 2 | -10 | 0
65 | COc1cc2c(cc1OC)CN(CC(=O)Nc1ccc(F)cc1)CC2 | -4 | -5 | -3 | 4 | 9 | 2 | -7 | 2
66 | Clc1ccc(Cn2nnc(-c3ccc(N4CCOCC4)cc3)n2)cc1 | -1 | -4 | 22 | -2 | -6 | -2 | -5 | -2
67 | O=C(Nc1ccccc1F)c1ccc(CSc2ncccn2)cc1 | 5 | 13 | 6 | -25 | -50 | -7 | 83* | 0
68 | Cc1nc(N2CCOCC2)nc(N2CCN(c3ccccc3)CC2)c1[N+](=O)[O-] | 3 | 4 | 9 | 7 | 15 | -1 | -4 | 3
69 | COc1ccc(C(=O)N[C@H](C(=O)Nc2ccc(OC)nc2)C(C)C)cc1 | -5 | 4 | -11 | -11 | 3 | 10 | -10 | -2
70 | COc1cc([C@@H]2c3cc4c(cc3[C@@H](O)[C@@H](CO)[C@@H]2CO)OCO4)cc(OC)c1O[Si](C)(C)C(C)(C)C | 40 | -3 | x | 16 | x | x | 0 | 27

The list is partial (hit frequency here may not be typical).
